# Assay outcomes as filed in PubChem.
# MCF10A rereplic: A quantitative high throughput screen for small molecules that induce DNA re-replication in MCF 10a normal breast cells | Potency, µM (highest dose often 46.1 µM), for inactives: top-dose activity, positive = re-replication, hits mostly activators | AID 624296, 2012 | hit rate 2.9% among 350,000 | MCF 10A DNA re-replication, Hoechst nuclear intensity, 48 h; note: potency is the fitted concentration of half-maximal effect; % of control where 0% means no effect; nearly all actives have a fitted effect of over 50% in size
# SW480 rerep: A quantitative high throughput screen for small molecules that induce DNA re-replication in SW480 colon adenocarcinoma cells; AID 624297, 2012; SW480 DNA re-replication, Hoechst DNA content imaging, 48 h; hit rate 1.8% among 340,000; Potency, µM (top dose mostly 46.1 µM), for the others: top-dose re-replication activation, actives largely listed as activators; note: potency is the fitted concentration of half-maximal effect; % of control where 0% means no effect; nearly all actives have a fitted effect of over 55% in size
#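 Compounds, transferred as 23 nL by pin tool, were incubated with cells for 48 hr; DNA content per nucleus was then quantified by Hoechst staining and fluorescence plate imaging.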
# WRN helicase inh: qHTS for Inhibitors of WRN Helicase | Bifunctional 3'-5' exonuclease/ATP-dependent helicase WRN (Homo sapiens), Q14191 | WRN helicase unwinding, fluorescent forked duplex, kinetic | Potency, µM (highest dose often 114 µM), without a hit: at the top dose activity change, negative = inhibition, most hits filed as inhibitors | hit rate 0.46% among 360,000; note: potency is the fitted concentration of half-maximal effect; % is set by controls: 0 for no effect and ±100 for the full control effect; nearly all actives have a fitted effect of over 55% in size
# Target sequence (Q14191 whole entry, looked up): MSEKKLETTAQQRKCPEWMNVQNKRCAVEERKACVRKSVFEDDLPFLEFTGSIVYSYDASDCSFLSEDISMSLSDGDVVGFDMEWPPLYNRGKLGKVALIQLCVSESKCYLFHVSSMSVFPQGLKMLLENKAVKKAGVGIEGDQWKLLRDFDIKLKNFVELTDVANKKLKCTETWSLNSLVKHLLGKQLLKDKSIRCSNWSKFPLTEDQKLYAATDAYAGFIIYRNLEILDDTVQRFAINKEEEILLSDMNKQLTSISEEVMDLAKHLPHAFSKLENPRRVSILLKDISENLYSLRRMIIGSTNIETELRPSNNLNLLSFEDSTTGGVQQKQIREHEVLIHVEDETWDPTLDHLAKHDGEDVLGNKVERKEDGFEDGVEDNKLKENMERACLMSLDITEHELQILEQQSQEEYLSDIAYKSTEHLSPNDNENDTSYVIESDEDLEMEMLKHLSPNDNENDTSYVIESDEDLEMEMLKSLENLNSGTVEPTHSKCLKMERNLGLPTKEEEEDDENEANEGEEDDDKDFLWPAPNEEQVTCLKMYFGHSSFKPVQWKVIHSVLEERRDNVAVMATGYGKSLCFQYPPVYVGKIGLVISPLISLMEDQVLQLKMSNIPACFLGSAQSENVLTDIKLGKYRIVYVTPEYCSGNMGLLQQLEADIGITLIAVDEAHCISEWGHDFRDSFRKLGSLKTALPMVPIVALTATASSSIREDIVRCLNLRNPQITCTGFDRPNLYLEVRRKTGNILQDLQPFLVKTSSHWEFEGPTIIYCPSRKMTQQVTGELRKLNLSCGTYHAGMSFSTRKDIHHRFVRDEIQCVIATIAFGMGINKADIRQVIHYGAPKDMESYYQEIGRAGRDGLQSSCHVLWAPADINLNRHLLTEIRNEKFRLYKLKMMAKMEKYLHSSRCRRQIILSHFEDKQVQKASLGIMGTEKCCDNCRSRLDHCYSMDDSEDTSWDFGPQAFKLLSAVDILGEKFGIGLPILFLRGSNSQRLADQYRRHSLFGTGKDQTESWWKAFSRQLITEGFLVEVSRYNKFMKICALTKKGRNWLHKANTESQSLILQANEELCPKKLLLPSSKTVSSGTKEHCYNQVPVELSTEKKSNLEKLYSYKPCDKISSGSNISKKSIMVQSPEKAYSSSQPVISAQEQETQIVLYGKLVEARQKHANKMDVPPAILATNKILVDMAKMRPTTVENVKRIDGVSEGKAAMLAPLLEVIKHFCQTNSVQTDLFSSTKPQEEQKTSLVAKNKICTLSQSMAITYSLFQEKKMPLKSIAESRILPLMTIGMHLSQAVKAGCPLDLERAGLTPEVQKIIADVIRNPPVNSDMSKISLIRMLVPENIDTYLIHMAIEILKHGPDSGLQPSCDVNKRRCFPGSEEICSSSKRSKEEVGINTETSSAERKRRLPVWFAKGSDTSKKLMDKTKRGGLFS
#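 Screening of the MLSMR collection measured strand separation of a quenched forked DNA duplex (100 nM) by 20 nM WRN with 2 mM ATP, all final. Compounds were preincubated with enzyme 15 min at room temperature.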
# KB-V1 cytotox: qHTS assay for MDR1-selective chemotherapeutics: Primary screen using the drug-selected MDR subline cells KB-V1; KB-V1 MDR cells viability, CellTiter-Glo, 72 h; Potency, µM (top dose mostly 46.1 µM), for the others: at the highest dose activity change, negative = cytotoxicity, usual class: cytotoxic; hit rate 3.4% among 400,000; AID 1347076, 2019; note: potency is the fitted concentration of half-maximal effect; % is set by controls: 0 for no effect and ±100 for the full control effect; nearly all actives have a fitted effect of over 60% in size
#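 Readout: CellTiter-Glo luminescence, 10 min after addition. Cells: KB-V1 MDR subline, 72 h at 37 degrees C with compound. Analysis: corrected, normalized data fitted to concentration-effect curves.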
# KB-3-1 cytotox: qHTS assay for MDR1-selective chemotherapeutics: Primary screen using the parental adenocarcinoma cell KB-3-1 | KB-3-1 viability, CellTiter-Glo ATP luminescence, 72 h | hit rate 1.4% among 400,000 | AID 1347075, 2019 | Potency, µM (titrated, usually from 46.1 µM), without a hit: at the top dose activity change, negative = cytotoxic, hits mostly cytotoxic; note: potency is the fitted concentration of half-maximal effect; % is set by controls: 0 for no effect and ±100 for the full control effect; nearly all actives have a fitted effect of over 60% in size
#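 KB-3-1 parental drug-naive adenocarcinoma cells in DMEM/10% FBS, incubated 72 h at 37 C with pin-transferred compounds across a concentration series. Viability by CellTiter-Glo luminescence; concentration-response curves fitted after normalization.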
# HT1080 IDH1KD tx: qHTS for induction of synthetic lethality in tumor cells producing 2HG: qHTS for the HT-1080-IDH1KD cell line. Potency, µM (titrated, usually from 46.1 µM), for inactives: top-dose activity, negative = toxicity, actives largely listed as cytotoxic. HT-1080 IDH1 knockdown viability, ATP luminescence, 48 h. hit rate 2% among 360,000;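 note: potency is the fitted concentration of half-maximal effect; 0% = DMSO wells and -100% = cell-free medium wells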
#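 IDH1KD HT-1080 cells, 750/well, RPMI + 5% FBS; compound pinned after 2 h settling; 48 h, 37 °C; CellTiter-Glo luminescence; % activity normalised to DMSO and no-cell wells; curves fitted, classed by r2 and efficacy.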
# ATXN2 expr inh: Primary qHTS for Inhibitors of ATXN expression. HEK-293 ATXN2-luciferase reporter, luminescence, 24 h. Potency, µM (doses to about 57 µM), inactives show at the highest dose activity change, negative = inhibition, usual class: inhibitors. hit rate 0.72% among 360,000. AID 1745845, 2022; note: potency is the fitted concentration of half-maximal effect; % is set by controls: 0 for no effect and ±100 for the full control effect; nearly all actives have a fitted effect of over 55% in size
#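 qHTS (up to 57 uM final) was run with 24 h compound exposure of reporter cells at 37 °C. Each well was multiplexed: SteadyGlo luminescence measured ATXN2-luciferase expression after a fluorogenic Gly-Phe-AFC viability readout (25 uM final).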
# IL-1B inflam inh: qHTS for Inhibitors of Inflammasome Signaling: IL-1-beta AlphaLISA Primary Screen. THP-1 LPS/ATP IL-1B secretion, AlphaLISA, 16 h; active compounds read low. activity change, % at 57.5 µM. hit rate 4.7% among 360,000; in the data active = activity change below about -50%; inconclusive = mostly about -30% to -49%; note: % is set by controls: 0 for no effect and ±100 for the full control effect
#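 Secreted IL-1B measured by AlphaLISA bead assay after 16 h compound exposure of THP-1 cells; compounds (final up to 57.5 uM) added 1 h before LPS (250 ng/mL) and ATP (1.25 mM) stimulation; lower signal means less secretion.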
# HT1080NT lethal: qHTS for induction of synthetic lethality in tumor cells producing 2HG: qHTS for the HT-1080-NT fibrosarcoma cell line; HT-1080-NT fibrosarcoma viability, CellTiter-Glo ATP luminescence, 48 h; Potency, µM (highest dose often 46.1 µM), inactives show at the top dose activity, negative = less viability, most hits filed as cytotoxic; hit rate 1.6% among 360,000;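 note: NT is the 2HG producing partner of a matched IDH1 knockdown line; potency is the fitted concentration of half-maximal effect; 0% = DMSO-treated cells and -100% = media-only wells without cells; nearly all actives have a fitted effect of over 55% in size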
#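 Viability of the 2HG-overproducing fibrosarcoma line after 48 hours of compound exposure at 37 degrees C was determined by luminescence with CellTiter-Glo, and concentration-effect curves were then fitted and categorized.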
# The depositor's hits bear a star; ? = inconclusive; . = not tested or not shown; [ ] = another dose, or the depositor's remark. Unless noted, calls come from the whole dose curve; as a rule, active = well fitted curve in the direction sought with a large enough effect; inconclusive = small, poorly fitted or top-dose-only effect, or another doubt; inactive = no such curve, though single readings can be large; an effect the other way counts as inactive or inconclusive.
compound,ATXN2 expr inh,IL-1B inflam inh,WRN helicase inh,KB-3-1 cytotox,HT1080 IDH1KD tx,MCF10A rereplic,HT1080NT lethal,KB-V1 cytotox,SW480 rerep
COc1cc(OC)c(C2Nc3ccccc3NC3=C2C(=O)CC(C)(C)C3)cc1OC (stereo not given),0.2%,0.0,-2.2%,12.6%,10.7%,21.7%,1.3%,17.2%,?
CCC(C)N(C(=O)Cn1nnc(-c2ccc(Cl)cc2)n1)C1CCS(=O)(=O)C1 (stereo not given),4.7%,-0.3,1.8%,14.9%,-2.6%,4.9%,-4.6%,-26.7%,-3.5%
O=c1c2oc3ccccc3c2ncn1Cc1ccccc1Cl,13.8%,-6.9,-6.0%,12.7%,9.7%,?,5.9%,-10.5%,-3.7%
COc1ccc(NS(=O)(=O)c2cc(NC(=O)c3cc(=O)c4ccccc4o3)ccc2OC)cc1,-12.9%,15.2,-34.6%,0.5%,-0.5%,2.3%,3.0%,-2.4%,0.6%
S=c1[nH]nc(-c2cccs2)n1/N=C/c1cn(-c2ccccc2)nc1-c1ccc(Cl)cc1,-21.9%,.,-31.0%,-13.5%,18.7%,?,4.7%,-23.6%,-33.5%[inhibitor]
Cn1nccc1C(=O)N1CCCC(N2CCN(Cc3ccc4c(c3)OCO4)CC2)C1 (stereo not given),1.5%,18.5,-20.9%,.,-2.9%,16.0%,-1.1%,.,3.4%
CCCCCc1ccc(OCCC[n+]2ccccc2)c(CCCCC)c1,?,-93.6*,-21.3%,11.6µM*,5.17µM*,?,3.66µM*,1.1%,1.8%
CC(C)(C)NC(=O)/C(=C/c1ccco1)c1ccccc1,4.6%,-4.0,-4.7%,-1.3%,9.8%,0.2%,21.0%,13.8%,-0.7%
COc1ccc(-c2ccc(C(=O)O)c(=O)[nH]2)cc1,18.5%,6.7,2.9%,-2.6%,11.9%,27.3%,13.4%,-6.3%,-11.8%
O=C(Nc1c(Cl)cc(Cl)cc1C(=O)NCC1CCCO1)c1ccco1 (stereo not given),4.2%,9.0,0.8%,16.1%,7.2%,-3.5%,13.4%,2.8%,1.4%
COc1ccc(CN(C)C(=O)Cc2ccc(OC)c(S(=O)(=O)N3CCOCC3)c2)cc1OC,7.8%,-11.3,-0.4%,-5.3%,2.5%,-3.8%,-0.5%,3.4%,-15.7%
CCc1ccccc1NC(=O)CN1CCN(CC(=O)Nc2cc(C)ccc2OC)CC1,-4.3%,-1.9,11.7%[57.1 µM],-8.6%,-6.9%,?,2.7%,-12.4%,-57.0%[inhibitor]
CC1CCCC(C)N1C(=O)COC(=O)c1cc(=O)[nH]c2ccccc12 (stereo not given),5.2%,15.0,10.4%,3.9%,13.5%,-19.4%,15.3%,2.0%,2.6%
CCc1nc2cccnc2n1-c1ccc(CC(=O)NC(C)CC)cc1 (stereo not given),5.6%,13.3,-1.2%,27.0%,4.5%,7.5%,4.5%,0.1%,0.9%
CCOC(=O)C(=O)N1CCN(c2cc3c(cc2[N+](=O)[O-])n(C)c(=O)n3C)CC1,-0.2%,24.8,-1.5%,7.2%,3.3%,2.8%,6.8%,?,-9.7%
CC(C)c1ccc(OCC(O)CN2CCN(c3ccccn3)CC2)cc1 (stereo not given),-31.3%,?,0.2%,11.4%,1.0%,16.4µM*,-10.4%,?,-19.9%
O=C(COc1cccc(-n2cnnn2)c1)Nc1ccccc1,2.0%,-13.0,-6.3%,1.8%,-2.5%,-0.3%,4.9%,-12.9%,-5.0%
COc1ccc(CCNC(=O)CNCC2CCCO2)cc1OC (stereo not given),-3.0%,13.9,5.0%,0.4%,10.8%,-7.5%,3.0%,-24.1%,-2.0%
O=C(CCNC(=O)c1ccccc1Cl)Nc1cc(C(F)(F)F)ccc1N1CCCC1,-19.1%,-20.7,-31.5%,.,5.8%,3.7%,-0.2%,.,?
C=C(C)c1cccc(C(C)(C)NC(=O)Nc2ccc(Cl)cn2)c1,-8.4%,?,18.5%,-8.3%,?,?,?,0.0%,5.2%
COc1ccc(C(=O)c2sc(Nc3ccccc3)nc2N)cc1OC,?,-97.5*,-7.5%,?,?,?,?,14.6µM*,?
Cc1cc(C(=O)COC(=O)c2n[nH]c3ccccc23)c(C)n1CC1CCCO1 (stereo not given),0.5%,6.2,-0.4%,0.2%,-17.2%,18.6%,-2.4%,-17.9%,1.4%[9.22 µM]
CNC(=O)/C(C#N)=C1/SC(Cc2ccc(F)cc2)C(=O)N1c1ccccc1 (stereo not given),-17.2%,19.8,1.3%,-3.0%,-1.8%,3.9%,13.7%,?,?
N#C/C(=C(/O)COc1ccccc1)c1nc2ccccc2s1,8.3%,8.2,-3.2%,?,7.5%,?,0.4%,-71.8%,?
CC(C(=O)N1CCCCC1)N1C(=O)c2ccccc2C1=O (stereo not given),1.0%,24.8,-30.0%[57.1 µM],9.9%,10.2%,-3.5%,13.2%,-9.4%,-2.8%
Cn1cc(S(=O)(=O)N2CCc3ccccc32)cc1C(=O)NC(C)(C)C,-13.3%,36.0,-0.2%,?,-10.0%,3.8%,?,?,1.4%
CCOC(=O)C1CCCN(Cc2nc(N)nc(Nc3ccccc3OC)n2)C1 (stereo not given),6.0%,5.3,-4.7%,?,-10.5%,-6.1%,-6.3%,-28.6%,-3.5%
CCOC(=O)N1CCN(S(=O)(=O)N2CCCC(C(=O)NCc3ccccc3Cl)C2)CC1 (stereo not given),6.6%,1.8,-0.6%,-8.0%,1.6%,1.3%,4.2%,-12.8%,-2.9%
COc1ccc(CNC(=O)Cn2nnc(-c3ccc(NC(=O)C4CCCCC4)cc3)n2)cc1,0.9%,-6.8,-4.4%,15.2%,-3.6%,3.4%,-1.1%,8.2%,23.2%
CN=C(NC1CCCCC1)c1ccc(Cl)cc1,-0.9%,0.0,4.5%,2.0%,-1.1%,11.2%,3.5%,-19.1%,-144.2%[inhibitor]

# Two neighbouring records already listed, for reference:
compound,ATXN2 expr inh,IL-1B inflam inh,WRN helicase inh,KB-3-1 cytotox,HT1080 IDH1KD tx,MCF10A rereplic,HT1080NT lethal,KB-V1 cytotox,SW480 rerep
COc1ccc(CCNC(=O)CNCC2CCCO2)cc1OC (stereo not given),-3.0%,13.9,5.0%,0.4%,10.8%,-7.5%,3.0%,-24.1%,-2.0%
O=C(CCNC(=O)c1ccccc1Cl)Nc1cc(C(F)(F)F)ccc1N1CCCC1,-19.1%,-20.7,-31.5%,.,5.8%,3.7%,-0.2%,.,?

# Continuation.
compound,ATXN2 expr inh,IL-1B inflam inh,WRN helicase inh,KB-3-1 cytotox,HT1080 IDH1KD tx,MCF10A rereplic,HT1080NT lethal,KB-V1 cytotox,SW480 rerep
COc1ccccc1CNC(=O)Cn1cc(Br)ccc1=O,3.8%,-7.0,1.7%,11.0%,7.4%,-11.2%,20.3%,-2.7%,-13.2%
CCCSC1=N/C(=C\C=C\c2ccco2)C(=O)S1,-17.0%,-6.9,?,4.1%,6.1%,15.7%,-2.9%,-0.8%,-2.8%
Cc1noc(C)c1S(=O)(=O)N(CC(=O)NC1CCC(C)CC1)c1ccc(C(C)C)cc1 (stereo not given),5.5%,0.0,-13.8%,-1.6%,5.6%,5.4%,4.8%,-0.4%,?
CCCN1CCN(c2ncnc3scc(C4COc5ccccc5O4)c23)CC1 (stereo not given),-1.0%[11.3 µM],?,-27.2%,-2.2%,-12.2%,-2.8%,-4.0%,-2.3%,-10.3%
CC(=O)Nc1cccc(N(C)S(C)(=O)=O)c1,-1.5%,0.7,-1.1%,-3.8%,-2.0%,-1.9%,-3.0%,9.3%,-7.9%
c1ccc(NCc2ccccn2)cc1,.,-7.2,4.0%,0.0%,-5.0%,13.6%,2.1%,2.3%,-7.8%
Clc1ccccc1CSc1nnc(-c2ccccn2)n1Cc1ccco1,-10.4%,-26.0,-8.6%,?,8.0%,424.0%[0.0737 µM],4.8%,?,2.2%
O=C(N/N=C/c1cn(-c2ccccc2)nc1-c1ccc(F)cc1)c1ccc2c(c1)OCO2,23.0%,?,-25.8%,?,-1.7%,-2.1%,-3.2%,?,0.7%
S=C1NC2=C(CCC/C2=C\c2ccc(Cl)cc2)C(c2ccc(Cl)cc2)N1 (stereo not given),13.9%,-26.3,-28.8%,0.4%,-23.4%,13.1%,?,-3.3%,-0.4%
CC1CCc2[nH]c3ccc(C(=O)Nc4ccc(C(=O)N(C)C)cc4)cc3c2C1 (stereo not given),7.7%,0.0,-28.3%,-14.0%,-1.3%,16.8%,4.0%,1.6%,2.4%
CCN(Cc1ccccc1)C(=O)CCCOc1ccccc1,53.2%[activator],-6.1,5.7%,3.5%,4.0%,?,-6.5%,-12.2%,-3.1%
O=C(C1=C[C@@H](c2ccc(C(F)(F)F)cc2)C[C@@H](OCc2ccc(CO)cc2)O1)N1CCOCC1,7.7%,-3.0,-8.2%,-1.9%,10.6%,-2.9%,8.1%,19.7%,-4.3%
COc1ccccc1C(=O)NCCC(=O)NCC(c1ccccc1OC)N1CCCC1 (stereo not given),-7.8%,-1.4,3.8%,14.3%,8.5%,-0.6%,13.8%,17.7%,-466.5%[inhibitor]
Cc1cc2nnc(SCC(=O)N3CCOCC3)n2c2ccccc12,-20.9%,-8.9,-6.6%,6.1%,9.4%,-48.6%[inhibitor],5.3%,-1.7%,-6.8%
